Screens (PubChem)
PGC1a acetyl inh: lowers PGC1a acetylation signal in U2OS cells | hit rate 0.17% among 350,000 | AlphaScreen anti-acetyl-lysine; with virally co-expressed GCN5 acetyltransferase | inhibition, % at 15.6 µM;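 active = every replicate shows inhibition of at least 40%; inconclusive = mean inhibition at least 40% but some replicate below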;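 note: 0% = neutral control wells and 100% = positive control wells; some results beyond the cut were filed as inactive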
S100A4 inh HTS: S100A4-myosin IIA interaction inhibition; AID 652163; P26447; S100A4/TAMRA-MyoIIA peptide fluorescence polarization; inhibition, % at 10.7 µM; hit rate 0.14% among 360,000;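 active = mean inhibition of at least 70% across replicates, with every replicate also reaching that level; inconclusive = mean inhibition reaches 70% but some replicates fall short; inactive = mean inhibition below 70%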
Target sequence (P26447 whole entry, looked up): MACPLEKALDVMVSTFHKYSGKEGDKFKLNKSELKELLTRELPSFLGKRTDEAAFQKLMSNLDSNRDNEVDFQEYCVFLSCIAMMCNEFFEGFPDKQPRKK
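Compound dosing: one dose per compound; test system: human S100A4 monomer with TAMRA-labelled myosin IIA peptide; probe or stimulus: TAMRA-labelled myosin IIA heavy-chain peptide probe, 5 nM; medium: HEPES buffer with Ca2+, pH 7.2; schedule: 5 min incubation before reading; benchmarks: neutral control DMSO, positive control TFP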
ERAP1 HTS inh: ERAP1 (human) enzyme inhibition. inhibition, % at 10.7 µM. recombinant ERAP1, Leu-AMC fluorescence, 60 min. hit rate 0.15% among 340,000. Q9NZ08. AID 652197;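 active = mean replicate inhibition of at least 30%, or all replicates individually reaching that 30% level; inactive = mean below 30% and not every replicate reaching it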;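 note: 0% = neutral control wells and 100% = L-leucinethiol positive control wells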
Target sequence (Q9NZ08 whole entry, looked up): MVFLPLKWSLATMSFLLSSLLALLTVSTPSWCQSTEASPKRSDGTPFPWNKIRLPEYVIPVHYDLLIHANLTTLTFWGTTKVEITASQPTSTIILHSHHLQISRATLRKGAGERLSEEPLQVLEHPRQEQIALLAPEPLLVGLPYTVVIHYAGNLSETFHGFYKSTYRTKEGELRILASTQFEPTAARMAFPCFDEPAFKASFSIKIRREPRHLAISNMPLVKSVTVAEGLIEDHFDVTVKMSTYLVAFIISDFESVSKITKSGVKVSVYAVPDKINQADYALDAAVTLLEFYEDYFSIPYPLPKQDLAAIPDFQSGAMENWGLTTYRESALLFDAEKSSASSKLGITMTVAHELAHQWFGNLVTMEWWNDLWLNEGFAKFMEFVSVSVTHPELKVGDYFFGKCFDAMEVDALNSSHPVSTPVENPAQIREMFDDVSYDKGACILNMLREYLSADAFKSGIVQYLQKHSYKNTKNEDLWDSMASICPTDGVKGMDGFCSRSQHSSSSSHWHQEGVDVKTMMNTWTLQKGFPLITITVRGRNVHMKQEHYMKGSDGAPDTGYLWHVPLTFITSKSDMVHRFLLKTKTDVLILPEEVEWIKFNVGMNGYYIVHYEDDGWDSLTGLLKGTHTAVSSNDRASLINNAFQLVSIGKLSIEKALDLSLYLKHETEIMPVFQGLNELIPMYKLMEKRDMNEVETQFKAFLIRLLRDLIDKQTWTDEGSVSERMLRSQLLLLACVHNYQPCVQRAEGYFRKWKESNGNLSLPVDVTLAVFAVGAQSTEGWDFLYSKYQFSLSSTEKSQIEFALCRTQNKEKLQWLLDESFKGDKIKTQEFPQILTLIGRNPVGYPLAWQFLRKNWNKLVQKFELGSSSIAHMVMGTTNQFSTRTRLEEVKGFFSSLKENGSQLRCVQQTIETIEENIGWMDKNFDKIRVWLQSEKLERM
Xi reactivation: reactivates the inactive X chromosome in mouse fibroblasts | activation, % at 7.58 µM | hit rate 0.055% among 360,000 | XiGFP mouse fibroblasts, % GFP-positive cells imaging, 3 d; cells co-treated with 5-aza-dC sensitizer; scaled so ellipticine positive control = 100% | AID 743238;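 active = mean normalized replicate activation at least 10% and every replicate at or above 10%; inconclusive = only one of the two criteria met; inactive = mean below 10% and not all replicates reach 10%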;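 note: 0% = median of on-plate neutral control wells and 100% = ellipticine 6 µM median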
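Material: XiGFP fibroblasts, SV40-immortalized. Buffer or medium: DMEM plus 5-aza-dC sensitizer. Compound: single concentration per compound, delivered by pin transfer. Times: 3 days compound exposure. Controls: ellipticine 6 µM.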
Cneo AK release: Cryptococcus neoformans lysis via adenylate kinase release; C. neoformans lysis, adenylate kinase release luminescence, 4 h; normalised: neutral wells 0, clomiphene wells 100; lysis activity, % at 15 µM; hit rate 0.2% among 360,000;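 active = mean lysis activity across replicates of at least 80%, whatever share of replicates individually reach that level; inactive = mean lysis activity below 80%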
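Test system: log-phase Cryptococcus neoformans yeast cells; Quantity: yeast cell density of 5 × 10^6 cells/mL; Buffer or medium: YPD; Doses: single compound concentration per well; Timing: 4 h at 37 °C static, read 1 h later; Measured by: AK luminescence; Read-out basis: lysis from increased AK signal; Control set: Clomiphene as positive control.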
SIRT5 inh: inhibitors of human sirtuin-5 desuccinylase; hit rate 1.1% among 330,000; Q9NXA8; inhibition, % at 15 µM; Purified SirT5, succinyl-peptide AMC, trypsin-coupled fluorescence; AID 652115; in the data active = inhibition above about 15%; inconclusive = no clear call, values can overlap the other calls
LGR2 inh: blocks bursicon-induced cAMP signaling via Drosophila LGR2; HEK293 LGR2, CRE-luciferase, bursicon-stimulated, 4 h; inhibition, % at 9.99 µM; AID 720647; hit rate 0.35% among 380,000;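 active = drop in luminescence signal, shown as inhibition above about 50% in the replicate tests, limit read from the data, passing the limit was not always enough; inconclusive = probably only some replicates passing the limit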;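 note: agonist challenge used bursicon conditioned medium at about half maximal strength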
Statin myotox sup: protects C2C12 myotubes from simvastatin toxicity | ATP luminescence, 48 h; scaled: DMSO 0, geranylgeraniol control 100 | rescue of ATP level, % at 7.49 µM | hit rate 0.78% among 330,000 | AID 602340;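 active = mean ATP rescue above about 67%, or every replicate alone reaching that limit, limit read from the data, passing the limit was not always enough; inconclusive = no clear call, values can overlap the other calls; inactive = mean under the limit and some replicate under it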;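 note: myotubes were challenged with 10 µM simvastatin during compound exposure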
An asterisk follows results filed as active; ? = inconclusive; · = not tested or not shown; & = joins results of further samples.

canonical_smiles	PGC1a acetyl inh	S100A4 inh HTS	ERAP1 HTS inh	Xi reactivation	Cneo AK release	SIRT5 inh	LGR2 inh	Statin myotox sup
COc1ccc(C2c3cc(OC)c(OC)cc3CCN2C(=O)c2ccccc2)cc1OC (configuration not stated)	1.6	4.8	3.0	0.0	-1.5	-1.0	-20.4	13.8
O=C(NN=C(c1ccccc1)c1ccccn1)c1ccccc1	·	-4.2	0.6	0.5	·	9.5	·	·
O=C(CN1C(=O)NC2(CCCC2)C1=O)OCC(=O)c1cccc(Cl)c1	9.2	-0.2	2.0	-0.1	-3.9	-2.3	8.9	-5.6
O=C(Nc1ccccc1C(=O)O)c1ccc(NC(=O)c2ccc(Br)o2)cc1	-4.9	-3.4	-1.1	·	·	1.6	16.7	43.0
COc1ccc(CCNc2ccc(C(CC(N)=O)NC(=O)c3cc(OC)ccc3OC)cc2[N+](=O)[O-])cc1 (configuration not stated)	·	1.4	-3.0	0.1	0.0	-3.4	1.3	6.6
Cc1noc(C)c1S(=O)(=O)Nc1ccc2c(c1)CC(=O)N([C@@H](C)CO)C[C@@H](C)[C@@H](CN(C)S(=O)(=O)c1ccccc1)O2	9.0	8.1	-1.0	-1.0	-4.3	-2.6	3.6	10.8
COc1cccc(CNS(=O)(=O)c2ccc3c(c2)CCN3C(=O)C2CC2)c1	0.9	-12.2	2.5	-0.1	·	-2.3	17.2	·
O=[N+]([O-])c1ccc(CNc2cccc(F)c2)s1	2.7	-3.8	0.0	0.0	0.6	2.5	·	42.7
COc1cc(OC)cc(-c2c(-c3cccs3)c3cc(-c4ccc5c(c4)OCO5)ccc3n2C)c1	-9.0	3.8	5.3	-0.2	-1.1	·	-8.9	-17.0
O=C(C[C@@H]1C/C=C\C[C@H](NC(=O)OCC2c3ccccc3-c3ccccc32)C(=O)OC[C@H]2CCCN2C1=O)N[C@@H](CO)Cc1ccccc1	10.4	-4.2	-1.4	-0.2	0.6	-1.5	5.5	-26.9
CN(CCOc1ccccc1)C(=O)CCc1c[nH]c2ccccc12	-0.6	-6.3	-1.8	0.3	0.1	0.0	-7.2	10.9
Cc1cccc(S(=O)(=O)N2CCCCN3[C@H](CO)[C@@H](c4ccc(C#CC(C)C)cc4)[C@H]3C2)c1	2.6	-2.5	6.5	0.4	0.9	-0.5	21.3	·
NC(=S)Nc1nc2ccccc2s1	7.8	-10.6	1.0	0.0	·	-0.3	-73.2	·
CC(C)NC(=O)N[C@@H]1CC[C@H](CCNC(=O)C2CC2)O[C@H]1CO	0.1	-6.5	1.7	0.4	4.0	4.8	1.4	0.2
OC(c1ccc(Cl)cc1)C(O)c1nc2ccccc2[nH]1 (configuration not stated)	-5.2	·	·	·	4.0	·	7.7	-1.1
CC(=O)NC(CC(C)C)C(=O)NC(=O)NCc1ccccc1 (configuration not stated)	5.1	·	·	·	0.4	·	4.5	5.1
COc1cc2cc(C)c3nnc(SCC(=O)Nc4cc(C)on4)n3c2cc1OC	?	-2.8	-0.2	0.0	·	·	-9.7	·
Cc1csc(CNc2ncnc3ccc(-c4ccccc4Cl)cc23)c1	·	-5.7	3.3	0.0	-0.6	0.9	7.7	-4.1
COc1ccc(C(C(=O)NC(C)(C)C)N(C(=O)CCC(=O)Nc2cc(C)on2)c2cccc(F)c2)cc1 (configuration not stated)	8.0	3.1	-5.3	0.3	0.1	-7.2	-8.4	8.6
O=C(CSCc1ccc(Cl)cc1)NCc1ccccn1	·	-3.7	0.3	0.3	·	-4.2	8.8	·
CCOC(=O)c1sc(NC(=O)CSc2nc(-c3ccco3)cc(C(F)(F)F)n2)c(C(=O)OCC)c1C	4.9	0.5	-0.4	-0.1	-3.9	3.7	-13.8	0.0
COc1ccc(-c2noc(COC(=O)c3ccco3)n2)cc1OC	12.8	-15.9	-0.9	0.1	-4.6	-4.8	-7.2	-12.2
CC(C)(C)C1CCc2[nH]c3ccccc3c(=O)c2C1 (configuration not stated)	-3.5	·	·	·	-4.2	·	-56.6	-34.8
O=C(NNC(=O)C1CCN(c2ncccn2)CC1)c1ccncc1	·	1.6	1.6	0.0	·	-1.9	7.3	·
O=[N+]([O-])c1ccccc1S(=O)c1ccccc1[N+](=O)[O-]	·	4.0	8.9	0.4	·	-6.0	12.9	·
C(=Cc1cccnc1)c1ccncc1	3.3	6.2	3.0	0.0	2.4	0.4	11.5	2.8
COc1cccc(NC(=O)CSc2nc3ccccc3c(=O)n2C)c1	9.0	1.3	-1.3	0.1	-2.5	-2.9	19.7	3.5
C[C@H](CO)N1C[C@H](C)[C@@H](CN(C)S(=O)(=O)c2ccc(Cl)cc2)Oc2ccc(N(C)C)cc2CC1=O	0.2	8.9	2.5	-0.5	-25.1	0.9	-8.4	20.0
C[C@H](O)[C@@H]1C(=O)N2CCc3c([nH]c4c(-c5ccccc5)cccc34)[C@@H]2C[C@@H]1N(C)C(=O)Nc1ccccc1	·	-3.3	2.2	0.6	·	8.8	-3.5	·
COc1nnc(-c2ccc(C)c(S(N)(=O)=O)c2)c2ccccc12	6.2	-3.7	-0.2	0.0	-1.0	-1.4	2.8	8.1
COCC(C)n1c(SCC(=O)Nc2cc(C)on2)nc2ccccc2c1=O (configuration not stated)	·	-2.0	-2.4	-0.1	-1.0	-2.2	18.5	-4.6
CCN(CC)CCN(Cc1cc2ccc(C)c(C)c2[nH]c1=O)C(=S)NCc1ccco1	·	4.5	0.3	0.2	·	1.5	-12.5	·
CC1=NN(C(=O)CCc2ccccc2)C(c2ccccc2)C1 (configuration not stated)	·	-30.7	8.5	0.0	·	2.3	-1.5	·
OCCNCCNCc1ccccc1OCc1ccccc1	3.8	1.0	-0.2	0.0	2.5	-5.6	7.7	13.8
CSc1ncc(CN2CCc3c([nH]c4ccccc34)C2c2cccc(O)c2)cn1 (configuration not stated)	·	-2.4	-1.2	0.0	·	-0.4	20.1	·
O=C(C1CCOCC1)N1CC(=O)N2[C@H](C1)[C@@H](c1ccc(C#CC3CC3)cc1)[C@@H]2CO	-1.0	3.1	-1.6	0.0	·	-0.1	0.0	·
CCNC(=S)N1CCN(c2ccccn2)CC1	·	6.8	-0.8	0.2	·	-12.2	3.4	·
COC(=O)C(C)Sc1nnc(SC(C)C(=O)OC)s1 (configuration not stated)	·	4.0	3.5	·	-1.2	-0.5	14.4	3.1
C[C@H](CO)N1C[C@H](C)[C@@H](CN(C)Cc2ccncc2)OCc2cnnn2CCCC1=O	8.5&3.6	0.9&10.2&-2.2	10.9&-3.0&0.1	0.2&0.1	1.4&1.0&22.8	-3.7&-1.4&-1.4	21.4&0.8	-6.5&-3.1&-3.0
CC(=O)NCc1ccc(S(=O)(=O)N2CCN(c3ccccn3)CC2)cc1	·	3.5	2.3	0.0	1.4	-1.5	26.4	-2.0
O=C(Cc1ccc(F)cc1)Nc1c(C(=O)N2CCN(c3ncccn3)CC2)oc2ccccc12	-2.1	-3.2	-6.6	0.0	0.3	0.5	-14.0	-19.1
S=C(NCCc1ccccn1)Nc1ccc(Cl)cc1Cl	·	-0.4	0.5	0.0	·	-1.9	-25.0	·
Cc1ccc(S(=O)(=O)NCc2ccccc2)cc1C(=O)NCC(C)(C)N1CCOCC1	·	-8.1	-1.4	-0.1	-0.3	-4.2	-0.9	-0.5
C[C@@H]1CN([C@@H](C)CO)C(=O)c2cc(C#CCN(C)C)cnc2O[C@@H]1CN(C)C(=O)Nc1cccc(F)c1	-0.8	9.4	-5.0	0.2	0.8	-1.3	-1.0	-3.3
CC(O)CNCCOc1ccccc1OCc1ccccc1 (configuration not stated)	0.9	5.1	-2.2	-0.2	·	-4.4	-14.3	·
C[C@@H]1CN([C@H](C)CO)C(=O)c2cccc(NC(=O)NC3CCCCC3)c2O[C@@H]1CN(C)Cc1ccc(Oc2ccccc2)cc1	16.8	-10.1	1.5	-0.8	11.0	19.7*	7.0	·
Cc1cccc(C(=O)NC2CCN(CC(=O)Nc3ccc4c(c3)OCO4)CC2)c1	9.8	0.5	2.4	0.0	-1.5	-3.7	17.5	1.4
COC(=O)c1ccccc1C(=O)c1c(C)cc(C)cc1C	·	2.2	3.4	0.0	·	·	-12.4	·

Random excerpt: two compounds from above
canonical_smiles	PGC1a acetyl inh	S100A4 inh HTS	ERAP1 HTS inh	Xi reactivation	Cneo AK release	SIRT5 inh	LGR2 inh	Statin myotox sup
CCNC(=S)N1CCN(c2ccccn2)CC1	·	6.8	-0.8	0.2	·	-12.2	3.4	·
O=C(Cc1ccc(F)cc1)Nc1c(C(=O)N2CCN(c3ncccn3)CC2)oc2ccccc12	-2.1	-3.2	-6.6	0.0	0.3	0.5	-14.0	-19.1

Carrying on:
canonical_smiles	PGC1a acetyl inh	S100A4 inh HTS	ERAP1 HTS inh	Xi reactivation	Cneo AK release	SIRT5 inh	LGR2 inh	Statin myotox sup
CCc1nnc(NC(=O)C(c2ccccc2)c2ccccc2)s1	·	-4.9	2.5	-0.1	0.9	2.9	1.3	3.5
O=C1c2ccccc2C(=O)N1CCC#Cc1ccc2cc(CCO)oc(=O)c2c1	4.1	1.7	1.5	-0.2	0.6	·	-17.8	8.3
O=C(NN=C1CCCC1)c1ccc(O)cc1	15.4	1.5	-2.2	0.2	-1.9	·	-7.2	-5.8
O=C(O)/C=C/C(=O)Nc1ccc(OC(F)F)cc1	8.8	-4.6	-2.2	0.0	-1.4	0.6	1.0	2.5
COc1ccc(NC(=O)N(C)C[C@H]2OCCCC[C@H](C)Oc3ccc(NC(=O)C4CCCCC4)cc3C(=O)N([C@@H](C)CO)C[C@@H]2C)cc1	0.1	-2.6	1.3	-0.2	90.4*	3.7	-8.6	·
CC1CCCC(N2CCN(C(=O)c3ccc(F)cc3)CC2)C1 (configuration not stated)	·	-2.4	·	0.3	0.3	·	-5.5	6.1
COc1ccc(C2CC2C(C)=O)cc1 (configuration not stated)	10.9	32.5	-2.9	0.0	·	-7.7	-1.2	1.2

A portion of the library, so the mix of outcomes need not match the whole.
